High-throughput results as filed in PubChem.
NadD block: inhibitors of S. aureus NadD, primary screen, biochemical, colorimetric, uHTS; inhibition, % at 20 µM; hit rate 0.78% among 360,000; Nicotinate-nucleotide adenylyltransferase NadD (Staphylococcus aureus N315); purified NadD enzyme, colorimetric absorbance read-out; in the data active = inhibition above about 26%; also: some compounds past the cut are filed as inactive
Scp1 inh: Scp-1 phosphatase inhibitors, primary screen, biochemical, colorimetric, uHTS; Carboxy-terminal domain RNA polymerase II polypeptide A small phosphatase 1 (Homo …; inhibition, % at 20 µM; hit rate 0.88% among 340,000; Recombinant Scp1, phosphopeptide, malachite green phosphate absorbance;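 active = inhibition above about 50% at 20 µM, limit read from the data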;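 also: plate controls were DMSO wells with enzyme for no effect and wells lacking enzyme for full effect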
Target sequence (Q9GZU7 76-261 limits assumed): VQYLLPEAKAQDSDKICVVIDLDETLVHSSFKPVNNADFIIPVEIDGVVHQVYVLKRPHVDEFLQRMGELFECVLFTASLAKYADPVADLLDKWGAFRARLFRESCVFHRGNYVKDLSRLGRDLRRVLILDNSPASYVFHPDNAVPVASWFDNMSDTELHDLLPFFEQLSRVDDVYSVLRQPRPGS
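Material – SCP-1 phosphatase catalytic domain, residues 76-261 · Buffer or medium – Acidic Tris acetate buffer with magnesium and detergent · Also added – Phospho 17-mer peptide substrate · Compound – single 20 µM dose, 1% DMSO · Times – 45 min room-temperature reaction, 5 min colour, 30 min stabiliser · Technique – Phosphate-binding colour reagent, absorbance read at 630 nm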
LMPTP inh: LMPTP phosphatase inhibitors, primary screen, biochemical, fluorescence intensity, uHTS | Low molecular weight phosphotyrosine protein phosphatase (Homo sapiens), P24666 | recombinant LMPTP-A, OMFP fluorogenic substrate | inhibition, % at 20 µM | hit rate 0.22% among 360,000 | AID 651560, 2012;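 active = compounds that cut the enzyme signal by at least half of the control window in the single-dose screen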;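 also: plate controls were DMSO wells with enzyme plus substrate for no effect and substrate without enzyme for full effect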
Target sequence (P24666 whole entry, looked up): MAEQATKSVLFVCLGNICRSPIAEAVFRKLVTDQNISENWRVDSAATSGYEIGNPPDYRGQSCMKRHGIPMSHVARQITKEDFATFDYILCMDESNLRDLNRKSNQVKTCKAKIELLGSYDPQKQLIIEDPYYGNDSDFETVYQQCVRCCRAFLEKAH
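Test system – LMPTP-A phosphatase enzyme · Quantity – 0.625 nM LMPTP-A final · Reagent – OMFP substrate, 400 µM final · Dosing – one test concentration per compound, 20 µM, with 3% DMSO overall · Timing – 50 min enzyme reaction at room temperature, protected from light · Detection – fluorescence intensity · Controls – substrate-only low control, DMSO enzyme-plus-substrate high control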
Neddylation inh: inhibitors of cullin neddylation, primary screen, biochemical, TR-FRET, uHTS, NAE and Ubc12 | calls only at 25 µM | hit rate 0.58% among 360,000 | NEDD8-conjugating enzyme Ubc12 (Homo sapiens) + NEDD8-activating enzyme E1 regulatory …; in the data active = inhibition above about 36%
DNMT1 block: human DNMT1 methyltransferase inhibitors, primary screen, biochemical, molecular beacon, fluorescence, HinP1I cleavage, uHTS; inhibition (reported as % activation of signal), % at 10 µM; hit rate 0.83% among 360,000; in the data active = inhibition above about 50%
Rpn11 inh: Rpn11 (PSMD14) deubiquitinase inhibitors, primary screen, biochemical, fluorescence polarization, uHTS; 26S proteasome non-ATPase regulatory subunit 14 (Homo sapiens), O00487; human 26S proteasome, Ub4-pepOG fluorescence polarization; 20S core pre-blocked with epoxomicin; calls only at 20 µM; hit rate 0.59% among 360,000;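 active = inhibition at 20 µM, scaled to each plate's controls, above about 33%, limit read from the data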
Target sequence (O00487 whole entry, looked up): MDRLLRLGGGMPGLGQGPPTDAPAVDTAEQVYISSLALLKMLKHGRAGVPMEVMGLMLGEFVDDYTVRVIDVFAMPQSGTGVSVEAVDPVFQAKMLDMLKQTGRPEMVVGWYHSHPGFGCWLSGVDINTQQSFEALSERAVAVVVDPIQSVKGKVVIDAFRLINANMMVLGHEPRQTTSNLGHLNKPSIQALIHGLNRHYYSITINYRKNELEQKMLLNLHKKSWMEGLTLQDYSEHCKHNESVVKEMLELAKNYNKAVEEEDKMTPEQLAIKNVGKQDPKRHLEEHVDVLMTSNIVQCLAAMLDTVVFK
STEP block: STEP phosphatase inhibitors, primary screen, biochemical, fluorescence intensity, uHTS. Tyrosine-protein phosphatase non-receptor type 5 (Homo sapiens), P54829. recombinant STEP, OMFP fluorogenic substrate. AID 588621, 2011. inhibition, % at 20 µM. hit rate 0.25% among 360,000;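 active = inhibition at 20 µM, scaled per plate between control wells, above about 37%, limit read from the data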;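 also: 0% = DMSO with enzyme and substrate and 100% = substrate only without enzyme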
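Also added – OMFP at 25 µM · Test system – STEP tyrosine phosphatase · Technique – FITC-channel fluorescence of OMFP product · Schedule – 20 min at room temperature, dark · Evaluation – control-normalized % inhibition with plate pattern correction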
CSN inh: inhibitors of CSN-mediated cullin deneddylation, primary screen, biochemical, fluorescence polarization, uHTS; COP9 signalosome complex subunit 5 (Homo sapiens), Q92905; Purified CSN, SCF-Nedd8-OG deneddylation; inhibition, % at 12.5 µM; hit rate 0.38% among 360,000;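 active = pattern-corrected inhibition above about 35%, with an unprinted fluorescence ratio check between 0.5 and 1.5, limit read from the data, passing the limit was not always enough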;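 also: 0% = enzyme with substrate and 100% = substrate without enzyme; some results filed as inactive read as strong as hits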
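Assay system: purified human Csn5 enzyme expressed in HEK293T cells; measure: % inhibition; also added: SCFSkp2-Nedd8OG substrate at 10 nM final; technique: fluorescence polarization; times: reaction 90 min, room temperature; medium: Tris buffer pH 7.5, NaCl, DTT, Tween-20, trehalose, ovalbumin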
Rin1-Abl PPI inh: inhibitors of Rin1-Abl protein binding, primary screen, biochemical, TR-FRET; inhibition, % at 7.35 µM; hit rate 0.4% among 360,000; in the data active = inhibition above about 5%, passing the limit was not always enough
SUMO1 PPI mod: modulators of SUMO1 protein-protein interactions, primary screen, biochemical, uHTS; Small ubiquitin-related modifier 1 (Homo sapiens), P63165; SUMO1 binding to a labelled peptide, TR-FRET, 1 h; inhibition, % at 20 µM; hit rate 0.33% among 360,000; in the data active = inhibition above about 37%
Target sequence (P63165 whole entry, looked up): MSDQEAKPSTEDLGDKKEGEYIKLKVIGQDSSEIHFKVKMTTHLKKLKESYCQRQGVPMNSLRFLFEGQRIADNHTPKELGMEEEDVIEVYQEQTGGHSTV
Numbers without * were called inactive; i = inactive; / = not tested or not shown.

SMILES	NadD block	Scp1 inh	LMPTP inh	Neddylation inh	DNMT1 block	Rpn11 inh	STEP block	CSN inh	Rin1-Abl PPI inh	SUMO1 PPI mod
COc1ccc2c(c1OC)C(=O)N(C(C)C(=O)O)C2=O (stereo not drawn)	3	-3	-2.2	i	3	i	-3	-3	0	-8
Cc1nc2ccccc2c(=O)n1-c1ccc(NS(=O)(=O)c2ccc(F)cc2F)cc1	0	-2	0.3	i	1	i	-1	-1	0	-3
COCCNC(=O)C1(C)CCN(C(=O)c2ccc(F)c(C)c2)C1 (stereo not drawn)	1	/	-0.4	i	6	i	1	-1	2	5
O=C(CSc1nnc(-c2cccnc2)n1Cc1ccco1)N1c2ccccc2Sc2ccccc21	15	0	0.5	i	0	i	0	7	3	8
O=C(Nc1ncc2c(n1)CC(c1ccco1)CC2=O)c1ccco1 (stereo not drawn)	-3	-4	0.0	i	2	i	-3	1	-4	1
COc1cccc(CNC(=O)CN(C)S(=O)(=O)c2cnc[nH]2)c1	4	-3	-0.4	i	0	i	1	0	-2	5
CCc1ccnc(NS(=O)(=O)c2ccc3c(c2)CCO3)c1	-4	-5	-1.1	i	-1	i	4	2	-3	3
O=C(O)c1ccccc1-c1ccccc1C(=O)Nc1ccccc1-c1ccccc1	2	-5	-0.5	i	0	i	0	1	-1	2
COC(=O)CSc1nnc(COc2cccc3ccccc23)o1	-4	-2	1.7	i	-2	i	0	2	-1	-6
C[C@H](CO)N1C[C@H](C)[C@H](CN(C)Cc2ccncc2)Oc2cc(-c3ccccc3F)ccc2S1(=O)=O	-6	/	-0.6	i	-7	i	-1	1	4	5
O=C(NC1=NCCS1)c1cc(-c2ccc(F)cc2)nc2ccccc12	-4	-5	0.9	i	-1	i	-1	-3	0	-10
CS(=O)(=O)Nc1ccc(C(=O)Nc2ccc(S(=O)(=O)N3CCCCC3)cc2)cc1	-2	-14	-0.9	i	-2	i	1	0	-2	1
O=C(Nc1ccccc1F)c1ccccc1C(=O)Nc1ccccc1F	-4	-11	-1.1	i	-1	i	-1	1	7	-15
COc1ccc(CN(C(=O)c2cc3ccccc3oc2=O)C2CCCC2)cc1	-5	-17	0.1	i	1	i	-1	1	-3	4
COc1ccc2c(=O)c3c(=O)n(-c4ccccc4)c(-c4ccco4)nc3oc2c1	0	-8	-0.6	i	3	i	-2	6	2	-18
C[C@H](CO)N1C[C@H](C)[C@@H](CN(C)C(=O)Nc2ccc(C(F)(F)F)cc2)Oc2ccc(NC(=O)Cn3cnnn3)cc2C1=O	-1	-4	0.2	i	5	i	-1	-4	2	1
CC(C)(C)c1nnc(NC(=S)Nc2ccccc2)s1	0	-6	-0.3	i	49	i	4	-1	3	0
O=C(O)c1cnn(-c2ccccc2)c1-c1ccccc1	0	0	-0.3	i	5	i	-1	14	-2	-1
Cc1noc(C)c1CSc1nnc(-c2cc(Cl)ccc2Cl)n1N	-3	-5	0.8	i	-6	i	2	-1	-1	-1
COc1ccc(CNC(=O)CN2C(=O)CC(c3ccccc3)=Nc3ccccc32)cc1	0	-1	-0.6	i	1	i	0	6	-5	2
c1ccc(Cn2nnc3c(Nc4ccc5c(c4)OCO5)nc(C4CC4)nc32)cc1	-2	-7	0.7	/	-1	i	-2	-3	-1	-4
Cc1cc(C)nc(SCc2nnc(SCc3ccc([N+](=O)[O-])cc3)n2Cc2ccco2)n1	-4	9	0.0	i	2	i	1	-10	-2	-14
Cc1cc(C)cc(-n2c(SCC(=O)NCc3ccc4c(c3)OCO4)nc3ccccc3c2=O)c1	4	-12	3.8	i	7	i	-2	-8	-1	1
CCCCn1nnnc1C1(C)CCC(=O)N1CCc1ccc(O)cc1 (stereo not drawn)	-7	/	-1.9	i	/	/	/	1	/	-1
CCn1c(SCc2ccc(C)cc2)nnc1-c1cnccn1	2	-2	-1.6	i	-1	i	11	0	4	5
The list goes on.
SMILES	NadD block	Scp1 inh	LMPTP inh	Neddylation inh	DNMT1 block	Rpn11 inh	STEP block	CSN inh	Rin1-Abl PPI inh	SUMO1 PPI mod
N=c1ccn(Cc2cccc(Cl)c2)cc1	3	-1	-1.0	i	3	i	-4	-1	1	2
CN1CCN(c2nc(NCc3ccco3)nc(N)c2[N+](=O)[O-])CC1	2	-7	-1.7	i	1	i	1	-1	0	-3
CCOc1ccc(N(CC(=O)NC(C)CC)S(C)(=O)=O)cc1 (stereo not drawn)	-1	-7	0.1	i	-5	i	-1	0	5	-2
O=C(NCc1ccco1)c1ccc(CNc2c(N3CCCCC3)c(=O)c2=O)cc1	2	3	-0.4	i	3	i	0	10	1	4
C/C=C/c1cccc(-c2nc(C(=O)N3CCN(C)CC3)cc3c2[C@@H](CCO)N(C(=O)NC(C)C)C3)c1	-5	/	-1.3	i	/	/	/	-3	/	7
CC(C)NC(=O)Nc1cccc2c1O[C@H](CN(C)C(=O)NC(C)C)[C@@H](C)CN([C@H](C)CO)C2=O	-3	-5	0.2	i	7	i	0	-1	-2	-1
CCCc1cc(C(=O)Cc2nc3ccccc3s2)c(O)cc1O	0	-21	-3.1	/	-17	i	4	-3	1	-9
Cc1ccccc1N1CCN(C(=O)CN2C(=O)c3ccccc3C2=O)CC1	-3	-5	-0.5	i	1	i	13	-2	-3	-20
CCN(CC)C(=O)c1[nH]cnc1C(=O)NCc1ccccc1	0	-6	-3.1	i	2	i	1	-3	4	4
CCOc1ccnc2c1c(=O)n(Cc1cc(OC)cc(OC)c1)c(=O)n2C	2	-2	1.2	i	3	i	-1	1	1	8
CC(=O)Nc1ccc(S(=O)(=O)NCCCc2ccccc2)cc1	0	-7	-0.7	i	-4	i	-1	-3	-2	-1
CC(C)c1ccc(O)c(C(=O)c2cnn(-c3ccccc3)c2)c1	-3	-11	2.7	i	5	i	2	0	-1	11
COc1cccc(-c2nc3cc(C)ccc3o2)c1	-9	-9	1.0	i	-7	i	0	-2	-1	-3
Cc1ccc(F)c(CNC(=O)C2CCC(=O)N(CCCN3CCCC3=O)C2)c1F (stereo not drawn)	-3	-5	-1.7	i	7	i	0	4	1	0
N#Cc1ccccc1NC(=O)COC(=O)c1ccc(S(=O)(=O)N2CCCC2)cc1	-5	1	-0.5	i	-3	i	-9	-1	-1	1
Cc1cccc(N=NC(=S)NNc2cccc(C)c2)c1	7	8	-0.3	i	18	i	-4	-6	2	-10
O=C(CCc1nnc2ccc(N3CCCCC3)nn12)NCC1CCN(Cc2ccc(F)cc2)CC1	-4	-4	0.2	i	-2	i	-3	0	0	-18
O=C(CN1CCN(c2ccccc2F)CC1)N1N=CCC1c1ccccc1 (stereo not drawn)	3	-1	0.4	i	0	i	0	5	-1	1
COc1cccc(CNC(=O)C2CCC(CNS(=O)(=O)c3cccc4cccnc34)CC2)c1 (stereo not drawn)	1	-7	-0.5	i	0	i	-1	2	-4	3
O=C(CN1C(=O)NC2(CCCCCC2)C1=O)NC1CCCCCCC1	2	-8	1.2	i	0	i	-1	4	1	-1
CCOC(=O)Cn1c(-c2ccccc2)ccc(C#N)c1=O	-3	-9	1.3	i	0	i	0	-1	2	-2
CSCCC(NS(=O)(=O)c1ccccc1F)C(=O)OCc1ccccc1Cl (stereo not drawn)	-9	-16	0.5	i	-5	i	-3	-3	-3	1
Cc1ccc(NC(=O)CN(C)C(=O)CCC(=O)N2CCOCC2)cc1	-1	-6	-0.4	i	2	i	-2	4	-1	3
Cc1ccc(S(=O)(=O)N(CC(=O)NCc2ccncc2)Cc2ccc(F)cc2)cc1	-4	1	-1.4	i	0	i	-1	-1	-2	1

Compounds from the list above that contain an aryl methoxy group, in the order listed:
SMILES	NadD block	Scp1 inh	LMPTP inh	Neddylation inh	DNMT1 block	Rpn11 inh	STEP block	CSN inh	Rin1-Abl PPI inh	SUMO1 PPI mod
COc1ccc2c(c1OC)C(=O)N(C(C)C(=O)O)C2=O (stereo not drawn)	3	-3	-2.2	i	3	i	-3	-3	0	-8
COc1cccc(CNC(=O)CN(C)S(=O)(=O)c2cnc[nH]2)c1	4	-3	-0.4	i	0	i	1	0	-2	5
COc1ccc(CN(C(=O)c2cc3ccccc3oc2=O)C2CCCC2)cc1	-5	-17	0.1	i	1	i	-1	1	-3	4
COc1ccc2c(=O)c3c(=O)n(-c4ccccc4)c(-c4ccco4)nc3oc2c1	0	-8	-0.6	i	3	i	-2	6	2	-18
COc1ccc(CNC(=O)CN2C(=O)CC(c3ccccc3)=Nc3ccccc32)cc1	0	-1	-0.6	i	1	i	0	6	-5	2
CCOc1ccnc2c1c(=O)n(Cc1cc(OC)cc(OC)c1)c(=O)n2C	2	-2	1.2	i	3	i	-1	1	1	8
COc1cccc(-c2nc3cc(C)ccc3o2)c1	-9	-9	1.0	i	-7	i	0	-2	-1	-3
COc1cccc(CNC(=O)C2CCC(CNS(=O)(=O)c3cccc4cccnc34)CC2)c1 (stereo not drawn)	1	-7	-0.5	i	0	i	-1	2	-4	3
